# Compound activity: PubChem BioAssay, several laboratories
# STAT3 blocker – IL-6 driven STAT3 reporter inhibitors, primary screen, U3A cells, luciferase, luminescence, MLSCN library | inhibition, % at 5.5 µM | IL-6 STAT3-luciferase reporter; host cell line lacks STAT1 | AID 862, 2007 | 190,000 compounds, 0.89% hits;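 active = inhibition above the mean inhibition across all screened compounds plus 3 SD, cut at about 44% in these data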;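 note: 0% = DMSO only wells and 100% = 100 µM nifuroxazide control wells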
# STAT1 blocker – STAT1 signaling inhibitors, primary screen, cell-based, HTS, luciferase reporter. NIH 3T3 STAT1-luciferase reporter, IFN-gamma, luminescence. 200,000 compounds, 0.35% hits. inhibition, % at 5.5 µM;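 active = inhibition above a set limit, the mean inhibition across all tested compounds plus 3 SD, cut at about 34% in these data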;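 note: 0% = IFN-gamma with DMSO and 100% = IFN-gamma with 300 µM nifuroxazide; values of inactives mirror those of a sister screen read the other way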
# FLuc act counter – FLuc activators, initial screening, artefact control for FLuc-dependent activation tests, biochemical, ATPlite luminescence; Luciferin 4-monooxygenase (Photinus pyralis), P08659; ATPlite luciferase biochemical, 10 min; 0 = ATP-free wells, 1 = DMSO control; activation factor at 10 µM; 200,000 tested, under 10 active; AID 1027, 2008;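 active = luciferase activation factor, scaled between plate controls, of at least 2 with compound at 10 µM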
# Target sequence (P08659 whole entry, looked up): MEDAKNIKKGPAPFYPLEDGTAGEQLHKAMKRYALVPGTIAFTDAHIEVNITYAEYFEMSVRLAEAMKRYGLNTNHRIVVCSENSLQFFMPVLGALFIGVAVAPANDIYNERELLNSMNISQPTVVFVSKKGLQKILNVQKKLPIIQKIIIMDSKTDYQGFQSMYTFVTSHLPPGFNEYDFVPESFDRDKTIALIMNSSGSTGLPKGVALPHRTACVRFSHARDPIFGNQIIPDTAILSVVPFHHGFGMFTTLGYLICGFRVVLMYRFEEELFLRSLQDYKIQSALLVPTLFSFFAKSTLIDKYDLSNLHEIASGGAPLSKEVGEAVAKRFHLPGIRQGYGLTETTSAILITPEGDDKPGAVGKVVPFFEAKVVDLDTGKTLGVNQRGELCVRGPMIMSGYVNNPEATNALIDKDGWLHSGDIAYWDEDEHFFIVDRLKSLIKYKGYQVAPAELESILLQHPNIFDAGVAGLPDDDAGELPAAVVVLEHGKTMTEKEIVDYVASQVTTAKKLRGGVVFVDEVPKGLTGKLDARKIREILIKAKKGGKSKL
#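 System: cell-free luciferase reagent; medium: PBS as buffer for the ATP substrate; doses: test compounds dosed from 2 mM stocks in 100% DMSO; incubation: 10 min, room temperature; measured by: luminescence from luciferase reaction; read-out: luciferase activation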
# APP 5UTR inh – inhibitors of APP translation via 5'UTR reporter, primary screen, APP 5'UTR luciferase, SH-SY5Y cells. SH-SY5Y APP 5'UTR-luciferase reporter, luminescence. inhibition, % at 2 µM. 190,000 compounds, 0.82% hits. AID 1285, 2008;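 active = inhibition above a set limit, derived from the sample mean plus 3 SD, cut at about 45% in these data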; note: values of inactives mirror those of a sister screen read the other way
# APP 5'UTR act – activators of APP 5'UTR luciferase reporter, primary screen, SH-SY5Y cells; SH-SY5Y APP 5'UTR luciferase reporter, luminescence; zero percent = DMSO vehicle wells; activation, % at 2 µM; 190,000 compounds, 1% hits;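 active = activation above a set limit, based on mean plus 3 SD of controls, cut at about 140% in these data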; note: values of inactives mirror those of a sister screen read the other way
# FLuc inhib CS – firefly luciferase enzyme inhibitors, primary screen, artefact control for luciferase-based inhibitor screens, biochemical, luminescence, ATPLite; Luciferin 4-monooxygenase (Photinus pyralis), P08659; 10 min; inhibition, % at 10 µM; 200,000 compounds, 1.5% hits; AID 1006, 2008;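 active = inhibition above about 50% when tested at 10 µM, limit read from the data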
# ROMK mod – ROMK potassium channel modulators, primary screen, cell-based, thallium flux, MLSMR library | Tet-inducible ROMK, thallium flux fluorescence; actives lie on both sides | B-score at 10 µM | 130,000 compounds, 2% hits;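 active = signal ratio slope over the read window, or its plate-corrected B-score, at least 3 SD from the plate mean, either direction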;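 note: B-score of the F/F0 ratio slope over 7 to 12 s after thallium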
# Target sequence (P48048 whole entry, looked up): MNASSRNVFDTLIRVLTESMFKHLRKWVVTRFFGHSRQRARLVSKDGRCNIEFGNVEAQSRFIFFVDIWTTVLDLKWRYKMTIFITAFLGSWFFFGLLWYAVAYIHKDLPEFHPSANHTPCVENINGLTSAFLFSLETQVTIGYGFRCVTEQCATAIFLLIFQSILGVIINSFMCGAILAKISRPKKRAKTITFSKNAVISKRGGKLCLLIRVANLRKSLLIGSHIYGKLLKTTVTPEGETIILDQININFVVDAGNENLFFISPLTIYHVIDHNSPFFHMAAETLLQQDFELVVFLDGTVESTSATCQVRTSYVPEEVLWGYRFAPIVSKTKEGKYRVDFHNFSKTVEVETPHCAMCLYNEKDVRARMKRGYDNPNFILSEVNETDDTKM
# NF-kB expr up – activators of NF-kB expression in neurons, primary screen, cell-based, HTS; human neuronal cells, NF-kB reporter expression; active compounds read high; fold change at 12.5 µM; 190,000 compounds, 1.6% hits; AID 1239, 2008; in the data active = fold change above about 3.3
# STAT3 act – IL-6 driven STAT3 reporter potentiators, primary screen, U3A cells, luciferase, luminescence, MLSCN library. activation (% of control), % at 5.6 µM. 190,000 compounds, 0.91% hits. IL-6 STAT3-luciferase reporter; 100% = signal with IL-6 EC80 alone. AID 871, 2007;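 active = activation above the screen-wide mean of compound activation plus 3 SD, cut at about 130% in these data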;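 note: 0% = background luminescence of wells with medium and substrate only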
#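 Material: STAT1-lacking human U3A cells, STAT3 luciferase reporter | Benchmarks: IL-6-only wells as 100% reference | Probe or stimulus: IL-6 (33 ng/mL) | Timing: Compound 1 h, then IL-6 6 h at 37 °C | Detection: Luminescence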
# STAT1 activator – STAT1 signaling activators, primary screen, cell-based, HTS, luciferase reporter; 200,000 compounds, 2.6% hits; activation (% of control), % at 5.5 µM; NIH 3T3 STAT1-luciferase reporter, IFN-gamma, luminescence; 100% = IFN-gamma alone, no compound;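 active = activation above the screen-wide mean activation plus 3 SD, cut at about 130% in these data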;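 note: raw ratio to IFN-gamma control signal so 100% means no change and 0% no light; values of inactives mirror those of a sister screen read the other way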
# An asterisk follows results filed as active; x = no result given.
# Below each SMILES – STAT3 blocker	STAT1 blocker	FLuc act counter	APP 5UTR inh	APP 5'UTR act	FLuc inhib CS	ROMK mod	NF-kB expr up	STAT3 act	STAT1 activator
O=C(CSc1nccn1-c1ccccc1)c1ccc(Cl)cc1
 : 7.3	-8.5	1	-17.5	17.5	2.3	x	1.64	95.4	107.6
CCOC(=O)c1cnc(SC2CC(=O)N(c3ccc(OC)c(OC)c3)C2=O)nc1N (configuration not stated)
 : 2.1	0.5	1.1	-15.3	15.3	-9.2	x	0.89	100.8	97.8
CS(=O)(=O)N1CCN(c2ccccc2NC(=O)CSc2ccc(Cl)cc2)CC1
 : -2.1	-4.4	0.9	2.0	-2.0	6.8	-0.982	1.76	104.1	104.0
COc1ccc(-c2cc(C(=O)Oc3ccc([N+](=O)[O-])cc3)c3ccccc3n2)cc1
 : -8.8	-8.0	0.7	-5.5	5.5	32.8	x	1.52	112.1	107.2
O=C(NCc1ccc(Cl)cc1)C(=O)NCC1OCCN1S(=O)(=O)c1ccc2c(c1)OCCO2 (configuration not stated)
 : 0.4	13.7	1.1	6.2	-6.2	-9.7	-2.23	0.88	99.6	87.6
Cc1cccc(N/C=C/C(=O)c2cccs2)c1C
 : 25.7	-31.2	0.1	-212.1	212.1*	92.2*	x	4.13*	77.3	128.5
CC(C)Oc1ccc(CNCCC2(C(C)C)CCOC(C)(C)C2)cc1 (configuration not stated)
 : -4.6	3.1	1	-13.2	13.2	-4.6	-1.99	1.02	104.0	97.2
O=C(NCCCN1CCOCC1)c1sc2cc([N+](=O)[O-])ccc2c1Cl
 : 7.5	-10.0	1	3.6	-3.6	-0.7	0.982	0.91	97.7	106.3
CCOC(=O)CNC(c1ccccc1)c1cc(Br)ccc1NC(=O)OCC (configuration not stated)
 : 3.4	5.6	1.1	-3.7	3.7	-6.4	x	0.98	103.3	95.0
Cc1ccc(C)c(S(=O)(=O)Nc2ccc(O)cc2)c1
 : 3.5	-1.0	1.1	-4.3	4.3	-5.9	-0.6	0.8	99.4	101.0
CC1(C)Cc2c(C#N)c(SCc3nc4ccccc4[nH]3)nc(N3CCOCC3)c2CO1
 : -21.2	-16.8	1.1	-11.8	11.8	-11.0	-1.37	0.43	121.6	115.6
CC(C)c1nnc(NC(=O)Cc2ccccc2[N+](=O)[O-])s1
 : -1.8	-3.2	1.1	-12.9	12.9	-6.0	0.417	1.13	100.2	103.1
Cc1cccc(NC(=S)N(CCN2CCOCC2)Cc2cc3cc4c(cc3[nH]c2=O)OCCO4)c1
 : -4.2	1.7	1	4.2	-4.2	-3.5	0.134	0.52	105.7	96.7
CCC(=O)NC(c1ccc([N+](=O)[O-])cc1)c1c(O)ccc2ccccc12 (configuration not stated)
 : 3.7	4.3	1.1	-0.3	0.3	-9.4	x	1.7	105.3	96.9
Cc1oc2cc(O)cc(C)c2c(=O)c1-c1cnn(-c2ccccc2)c1
 : 27.9	25.1	1	8.5	-8.5	-0.8	-0.58	1.23	77.8	76.9
O=C(CSc1nnc(-c2ccccc2Cl)o1)Oc1ccc(Br)cc1
 : 1.4	5.9	1	-54.2	54.2	-4.8	x	1.04	102.0	92.4
CCCn1c(SCC(=O)N2c3ccccc3Sc3ccccc32)nc2ccccc21
 : -1.0	-0.4	1.1	-2.3	2.3	-6.9	1.33	0.57	104.0	100.4
COc1ccc(S(=O)(=O)N2CCN(c3c(C)cccc3C)CC2)cc1OC
 : 3.6	8.8	1	5.7	-5.7	1.7	x	0.97	101.0	92.0
COc1ccc(NS(=O)(=O)c2ccc(C(=O)N3CCN(Cc4ccccc4)CC3)cc2)cc1
 : 33.6	27.8	1.1	5.2	-5.2	-7.2	0.734	0.63	72.9	74.5
CCOC(=O)CN(C(=O)Cn1nnc2ccccc21)C(C(=O)NCCOC)c1ccccc1C (configuration not stated)
 : 4.6	-1.1	1.1	-12.5	12.5	-9.0	x	1.1	101.3	101.0
O=C(NC1CCCCC1)c1ccc(Br)o1
 : 5.7	2.4	1	-4.3	4.3	-1.1	-0.323	1.13	101.6	97.8
O=[N+]([O-])c1cccn2cc(-c3ccc(Br)cc3)nc12
 : -9.2	-46.7	0.9	-63.5	63.5	5.3	x	x	112.8	140.0*
Cc1cccc(NC(=O)c2ccc(NCC3CCCO3)c([N+](=O)[O-])c2)c1 (configuration not stated)
 : 4.4	9.6	1	-41.6	41.6	2.3	0.277	1.35	99.3	91.3
CCOC(=O)c1sc(N(C)C(C)=O)nc1C
 : 12.6	3.6	1	-6.1	6.1	-4.5	x	1.11	92.8	96.8
CC1=CC2=NC(=O)CC(C)(C(=O)N(CC(=O)NC(C)C)C3CCCC3)N2C=C1 (configuration not stated)
 : 4.8	2.7	1.1	3.2	-3.2	-6.0	0.235	1.28	97.9	95.8
O=C(CC1S/C(=N/N=C/c2ccco2)NC1=O)Nc1cccc(Cl)c1Cl (configuration not stated)
 : -0.4	4.8	1.1	13.8	-13.8	-6.5	0.626	0.91	103.5	93.9
CCN(C(=O)CSc1nnc(Cc2cccc3ccccc23)n1N)C1CCS(=O)(=O)C1 (configuration not stated)
 : -1.5	9.1	1	8.4	-8.4	3.1	x	1.24	103.5	91.9
O=C1OCc2cc(NC(=O)C34CC5CC(CC(C5)C3)C4)ccc21
 : 8.6	4.7	0.9	-7.0	7.0	5.4	x	1.24	95.9	95.8
O=C(N/N=C/c1ccncc1)c1cc(Br)ccc1OCc1ccccc1
 : 3.1	-0.1	1	-2.9	2.9	0.7	x	0.94	94.0	100.1
O=C(c1cccs1)N1CCN(CCc2ccccc2)CC1
 : 5.9	-2.4	1.1	0.4	-0.4	-8.8	0.552	1.02	96.9	101.2
CCCSc1nnc(CSc2ncccn2)n1C
 : -1.5	-7.8	1	-14.6	14.6	0.2	0.137	1.27	107.1	105.1
O=C(c1cccnc1)N1CCN(S(=O)(=O)c2ccc(F)cc2)CC1
 : -3.6	-2.5	1	-1.3	1.3	-4.7	0.661	1.07	105.1	100.6
CCOc1ccccc1/C=C(/NC(=O)c1ccccc1)C(=O)NCC(=O)O
 : 0.4	-24.4	1	-4.3	4.3	-2.6	x	1.09	102.3	122.0
Cc1ccc(-c2nc(C(=O)O)cs2)cc1
 : 6.7	-1.2	1	-7.1	7.1	-4.2	0.169	1.01	101.7	99.2
Cc1cc(Cl)ccc1NC(=O)CSc1nnc(-c2ccncc2)n1Cc1ccco1
 : 4.7	6.5	1.1	3.9	-3.9	-5.0	-0.318	1.09	102.5	94.1
COc1ccc(-n2c(Cc3cccn3C)nnc2SCC(=O)Nc2ccc(Cl)cc2)cc1
 : 29.5	2.9	1	-14.6	14.6	-0.5	x	0.77	79.7	97.4
Cc1cccc(-n2c(SCC(=O)O)nc3sc4c(c3c2=O)CCCC4)c1
 : 9.1	0.2	1	16.5	-16.5	-4.2	0.172	2.26	94.2	98.2
O=C(Nc1ccccc1)c1ccc2nsnc2c1
 : 13.0	-14.6	0.9	-19.2	19.2	6.8	x	1.47	97.5	113.1
CCN=c1sc(C(=O)NCCc2ccccc2)cc(=O)n1CC
 : 2.0	3.8	1	-14.6	14.6	1.3	x	1.06	107.0	96.6
O=C1CCCN2N=C(SCC(=O)Nc3nccs3)SC2=N1
 : 10.2	2.2	1	-7.0	7.0	2.3	0.146	1.1	99.0	98.2
CCN1CC=C2C(C#N)=C(N)C(C#N)(C#N)[C@H](c3ccoc3)[C@H]2C1
 : 6.3	0.9	1	-0.7	0.7	1.1	x	0.92	98.4	99.2
CCc1ccc2[nH]c(=O)c(CN(Cc3ccc(F)cc3)C(c3nnnn3CCN3CCOCC3)C(C)C)cc2c1 (configuration not stated)
 : -11.0	2.1	1	-7.6	7.6	-0.1	0.606	0.77	106.4	98.1
CCN(CC)CCNC(=O)CCc1nn(C)c(=O)c2ccccc12
 : 9.4	0.0	1	-4.0	4.0	-2.5	x	1.02	95.9	100.0
Cc1cc(CN(C)C(=O)CC2C(=O)NCCN2Cc2c(F)cccc2Cl)n[nH]1 (configuration not stated)
 : 1.8	-7.0	1	-10.6	10.6	-2.4	0.702	1.02	109.3	105.5
Cc1cc(C)n(-c2nnc(C)n2/N=C/c2ccco2)n1
 : 5.0	3.8	1.1	3.3	-3.3	-5.9	0.716	0.99	95.9	100.4
COc1ccc(/C(O)=C2/C(=O)C(=O)N(CC3CCCO3)C2c2cccc(OC)c2)cc1 (configuration not stated)
 : 7.5	-1.6	1	8.5	-8.5	1.4	x	0.97	99.0	102.1
COc1cccc(S(=O)(=O)Nc2cccc(C(=O)N3CCCCCC3)c2)c1
 : 0.2	9.1	1.1	17.6	-17.6	-9.3	-0.305	1.24	102.2	92.0
C/C(N)=C(/C#N)C(=O)COC(=O)COc1ccc(Cl)cc1C
 : 1.0	3.5	1	x	x	-0.4	0.696	1.06	97.9	96.8
O=S(=O)(c1ccccc1)N1CCN=C1SCc1cccnc1
 : -3.8	1.4	1	-2.0	2.0	-0.7	x	0.83	106.2	97.6
COC(=O)/C=C/CSC1=N/C(=C/c2ccc(-n3cncn3)cc2)C(=O)N1
 : 23.2	4.3	1	-10.5	10.5	-3.7	x	0.93	88.6	96.2

# (more compounds)
# Below each SMILES – STAT3 blocker	STAT1 blocker	FLuc act counter	APP 5UTR inh	APP 5'UTR act	FLuc inhib CS	ROMK mod	NF-kB expr up	STAT3 act	STAT1 activator
O=C1/C(=C/c2ccco2)SC(=S)N1C1CCS(=O)(=O)C1 (configuration not stated)
 : 23.4	-0.3	1	10.8	-10.8	3.6	-0.894	2.02	84.0	102.0
CC(=O)N1CCN(C(=O)CCc2nnc(CCCCc3ccccc3)o2)CC1
 : 1.2	1.9	1.1	-18.4	18.4	-8.3	0.0779	2.29	102.0	97.1
CCCNC(=O)c1cccc(C(F)(F)F)c1
 : 13.8	16.0	1	4.1	-4.1	2.5	0.497	1.08	93.6	85.6
COc1ccccc1NCCC(=O)OCC(=O)NC1CCCC(C)C1C (configuration not stated)
 : -2.0	-5.9	1	20.4	-20.4	-3.3	-0.174	1.32	110.0	105.4
COc1ccc(-c2nc(C#N)c(NCc3ccco3)o2)cc1
 : -2.0	-9.8	0.9	-70.2	70.2	8.0	-0.453	3.56*	105.7	105.8
